# From PubChem BioAssay
# 12-hLO inh – blocks human 12-lipoxygenase activity; P18054; purified 12-hLO, xylenol orange hydroperoxide absorbance; Potency, µM (highest dose often 57.1 µM), for inactives: at the highest dose activity change, negative = inhibition, usual class: inhibitors; hit rate 0.12% among 150,000; AID 1452; note: potency is the fitted concentration of half-maximal effect; nearly all actives have a fitted effect of over 55% in size; many of its hits are not listed in these tables
# Target sequence (P18054 whole entry, looked up): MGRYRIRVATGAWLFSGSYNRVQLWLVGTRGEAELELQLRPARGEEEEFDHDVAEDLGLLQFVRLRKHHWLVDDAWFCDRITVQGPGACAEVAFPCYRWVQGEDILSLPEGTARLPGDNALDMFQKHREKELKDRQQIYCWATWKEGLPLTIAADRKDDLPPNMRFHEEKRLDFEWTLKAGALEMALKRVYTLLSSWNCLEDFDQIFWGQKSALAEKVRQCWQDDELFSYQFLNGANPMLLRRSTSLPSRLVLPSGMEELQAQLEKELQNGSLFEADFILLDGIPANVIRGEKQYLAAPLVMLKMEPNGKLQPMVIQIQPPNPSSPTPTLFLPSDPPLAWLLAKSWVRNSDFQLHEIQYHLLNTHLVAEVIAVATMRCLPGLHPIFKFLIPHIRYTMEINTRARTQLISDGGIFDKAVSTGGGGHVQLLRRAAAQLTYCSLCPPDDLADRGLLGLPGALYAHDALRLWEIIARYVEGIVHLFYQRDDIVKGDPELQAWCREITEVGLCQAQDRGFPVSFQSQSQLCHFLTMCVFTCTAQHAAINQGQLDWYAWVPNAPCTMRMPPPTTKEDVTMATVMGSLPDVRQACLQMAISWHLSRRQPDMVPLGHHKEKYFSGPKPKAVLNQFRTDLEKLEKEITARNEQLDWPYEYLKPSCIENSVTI
#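 Hydroperoxide output read as Fe(III)-xylenol orange absorbance, 573-to-405 nm ratio, after 30 min reaction with 40 uM arachidonic acid. Enzyme: 150 nM purified human 12hLO, 15 min compound preincubation; 25 mM Hepes pH 7.0, room temperature.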
# IMPase inh – cell-permeable inhibitors of inositol monophosphatase (IMPase); 120,000 tested, under 10 active; P97697; inhibition (IP1 accumulation), % at 46.1 µM; AID 901; CHO-M1 cells, IP1 accumulation, HTRF TR-FRET ratio; active = well fitted curve in the direction sought with a large enough effect in the signal ratio, not every such curve was filed as active; inconclusive = small, poorly fitted or top-dose-only effect, or a change in a side signal; inactive = no such curve, though single readings can be large or run the other way; the % refers to the signal ratio;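 note: cells stimulated with carbachol in lithium chloride buffer; plate controls were DMSO basal wells for no effect and reference inhibitor wells for full effect; higher means more IMPase inhibition seen as more IP1 and lower FRET ratio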
# Target sequence (P97697 whole entry, looked up): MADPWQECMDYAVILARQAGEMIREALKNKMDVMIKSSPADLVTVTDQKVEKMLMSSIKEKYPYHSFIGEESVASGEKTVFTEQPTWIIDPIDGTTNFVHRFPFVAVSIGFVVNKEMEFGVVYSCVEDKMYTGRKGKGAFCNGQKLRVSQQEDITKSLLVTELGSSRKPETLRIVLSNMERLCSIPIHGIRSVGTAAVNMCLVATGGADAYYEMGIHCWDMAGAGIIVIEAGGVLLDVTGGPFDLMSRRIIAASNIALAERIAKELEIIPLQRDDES
#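 Cellular IMPase inhibition is scored as a rise in cytosolic IP1, detected by competitive TR-FRET between d2-labelled IP1 and a europium anti-IP1 antibody. M1-expressing CHO cells were stimulated with carbachol for 30 min at 37C, with lithium (50 mM LiCl) present in the buffer.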
# PNC inhibitor – blocks assembly of the perinucleolar compartment. PC3M PTB-GFP, PNC prevalence imaging, 16 h; active compounds read low. AID 2417. hit rate 3.1% among 140,000. activity change (PNC), negative = inhibition, % at 10 µM;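 active = readout at or below -70, meaning at least 70% loss of cells showing the perinucleolar compartment, a nuclear body marking cancer cells; inconclusive = readout between -30 and a set limit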;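 note: plate controls were DMSO wells for no effect and camptothecin positive control wells for full effect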
#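 Compounds are pinned in duplicate onto adhered PC3M cells stably expressing GFP-tagged PTB and incubated 16 h at 37 C. Cells are then fixed, nuclei stained with Hoechst, and PNC-positive cells counted.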
# 15-hLO-2 inh – blocks human 15-lipoxygenase 2 activity | O15296 | purified 15hLO-2, xylenol orange hydroperoxide absorbance | Potency, µM (titrated, usually from 57.1 µM), inactives show at the top dose activity change, negative = inhibition, actives largely listed as inhibitors | hit rate 0.56% among 110,000; note: potency is the fitted concentration of half-maximal effect; nearly all actives have a fitted effect of over 60% in size; many of its hits are not listed in these tables
#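 Purified human 15hLO-2 (50 nM final) preincubated with compounds 15 min at room temperature in 25 mM Hepes pH 7.5, 0.01% Triton X-100, then 45 uM arachidonic acid added for 90 min; hydroperoxide detected via ferrous/xylenol orange, 573/405 nm absorbance ratio.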
# The depositor's hits bear a star; ? = inconclusive; nt = no result given; & = joins results of further samples; [ ] = another dose, or the depositor's remark. Unless noted, calls come from the whole dose curve; as a rule, active = well fitted curve in the direction sought with a large enough effect; inconclusive = small, poorly fitted or top-dose-only effect, or another doubt; inactive = no such curve, though single readings can be large; an effect the other way counts as inactive or inconclusive. Unless noted, % is set by controls: 0 for no effect and ±100 for the full control effect. A portion of the library; count on the stated rates, not on these rows.
# Keys – A = 12-hLO inh; B = IMPase inh; C = PNC inhibitor; D = 15-hLO-2 inh
Cc1nn(-c2ccccc2Cl)c2sc(C(=O)Nc3nnc(C4CC4)s3)cc12
  A = -1%; B = nt; C = 63; D = nt

COC(=O)C(C)N(C(=O)c1ccc(Cl)cc1)c1c(C)cccc1C (stereo not given)
  A = -5%; B = 11; C = ?; D = -1%

COc1cc(Cc2cnc(N)nc2N)cc(OC)c1OC
  A = -4%; B = 3; C = 10&-15; D = 1%

COCCCNC(=O)c1ccc(CNS(=O)(=O)c2ccc(NC(C)=O)cc2)cc1
  A = 0%; B = 9; C = -26; D = -9%

c1ccc(-c2onc3cc4c(cc23)OCCO4)cc1
  A = -3%; B = 7; C = 33; D = -15%

CCOC(=O)COc1c(OC)cc(Cl)cc1C1Nc2ccccc2C(=O)N1c1ccccc1 (stereo not given)
  A = -6%; B = 3; C = 29; D = -19%

COC(=O)c1ccccc1N(Cc1ccccc1)S(C)(=O)=O
  A = 0%; B = 9; C = -2; D = -6%

Cc1ccc(C)c(NC(=S)NC(NC(=O)OCc2ccccc2)C(Cl)(Cl)Cl)c1 (stereo not given)
  A = -3%; B = nt; C = -13; D = nt

COc1cccc(/C=N/Nc2nc(N3CCCC3)nc(N3CCCC3)n2)c1O
  A = -8%; B = 0; C = 52; D = 28%

NS(=O)(=O)c1ccc(CNC(=O)C2CCCCC2)cc1
  A = -4%; B = 2; C = 22; D = -2%

Nc1c(S(=O)(=O)c2cccs2)c2nc3ccccc3nc2n1Cc1ccc2c(c1)OCO2
  A = -25%; B = -3; C = ?; D = -14%

Cc1ccc(/C=N/n2c(C3CCCCC3)n[nH]c2=S)o1
  A = -1%; B = nt; C = 57; D = nt

CC1=C(C)[N+](=O)C2CCCCC2N1[O-] (stereo not given)
  A = 10%; B = 9; C = 29; D = 0%

CCC/C(=N/NC(=O)c1ccc2c(c1)OCO2)c1cccs1
  A = -4%; B = nt; C = -22; D = nt

O=C(Nc1ccc(NC(=O)c2sc3ccccc3c2Cl)cc1)c1ccco1
  A = 11%; B = nt; C = 37; D = nt

C[C@@H]1C[C@H]2[C@@H]3CCC4=CC(=O)C=C[C@]4(C)[C@@]3(F)[C@@H](O)C[C@]2(C)[C@H]1C(=O)CO
  A = -2%; B = nt; C = 25; D = nt

COc1ccc(NC(=O)N2CCCC3(CCN(C(=O)c4ccncc4)CC3)C2)cc1
  A = -4%; B = nt; C = nt; D = 0%

S=C(Nc1cccc(Cl)c1)Nc1ccc2cn[nH]c2c1
  A = -4%; B = 4; C = 8; D = nt

O=C(Nc1ccc(Cl)c(Cl)c1)Oc1ccc(NC(=O)c2ccco2)cc1
  A = 2%; B = 7; C = 15; D = 0%

Clc1ccc(CNc2ccc3nnc(-c4ccccc4)n3n2)cc1
  A = 0%; B = nt; C = 39; D = nt

CCNc1cc2n(c(=O)n1)CCc1cc(OC)c(OC)cc1-2
  A = -4%; B = -11; C = 27; D = -2%

Cc1cccc(-c2n[nH]c(=S)n2/N=C/c2ccc(C)s2)c1
  A = -1%; B = nt; C = ?; D = nt

O=S(=O)(NCc1ccccn1)c1ccccc1
  A = 7%; B = -3; C = -22; D = -4%

CC(=O)C1=C(C)NC(=O)NC1c1cc(Br)ccc1OCC(N)=O (stereo not given)
  A = -11%; B = 0; C = ?; D = -6%

Cc1cccc(NC(=S)NC2CCN(Cc3ccccc3)CC2)c1C
  A = -4%; B = nt; C = 48; D = nt

COc1ccc2nc(N3CCCC(O)C3)c(C#N)cc2c1 (stereo not given)
  A = -5%; B = -1; C = -13; D = -5%

CN(C)C(=O)n1nnnc1Cc1ccc(-c2ccccc2)cc1
  A = -2%[0.00818 µM]; B = nt; C = nt; D = -4%[0.0915 µM]

O=C(COc1ccc(F)cc1)Nc1nnc(-c2ccncc2)s1
  A = -5%; B = -4; C = 35; D = -10%

CCn1ncc(Br)c1C(=O)Nc1ccc(C(=O)OC(C)C)cc1
  A = 2%; B = 7; C = ?; D = 1%

Cc1cc(C)cc(NC(=O)CCN2CC(C)OC(C)C2)c1 (stereo not given)
  A = -1%; B = 4; C = ?; D = 6%

CN1CCN(c2ncc3ncc(=O)n(Cc4cccs4)c3n2)CC1
  A = 2%; B = nt; C = nt; D = 5%

COc1ccc(N2CCN(C3CC(=O)N(C)C3=O)CC2)cc1 (stereo not given)
  A = -4%; B = 13; C = -1; D = 22%

CN(C)S(=O)(=O)c1ccc(C(=O)Nc2ccccc2OC(F)(F)C(F)F)cc1
  A = 4%; B = -4; C = 1; D = 0%

CCOC(=O)N1CCN(c2nc(-c3ccco3)cc(C(F)(F)F)n2)CC1
  A = 6%; B = -1; C = 66; D = ?

CCCn1c(SCC(=O)c2ccc3c(c2)OCCO3)nc2c1c(=O)n(C)c(=O)n2C
  A = -6%; B = -3; C = -14; D = 3%

CCCCNC(=S)N/N=C/C1=CCC2CC1C2(C)C (stereo not given)
  A = ?; B = nt; C = -10; D = nt

CCC(C)NC(=O)Cn1cccc1C(=O)c1ccccc1 (stereo not given)
  A = 3%; B = 1; C = 61; D = 3%

O=C(Nc1nnc(-c2ccc3c(c2)CCCC3)o1)C1COc2ccccc2O1 (stereo not given)
  A = -3%; B = -2; C = 34; D = 35%[activator]

N#Cc1ccccc1N=Cc1ccc(Br)cc1
  A = -1%; B = nt; C = 4; D = nt

Cc1ccc(S(=O)(=O)NC(=O)c2cc(C)n(-c3ccccc3)c2C)cc1
  A = -2%; B = 2; C = -19; D = nt

CCCCNCCOCCOc1ccc(C)cc1[N+](=O)[O-]
  A = 0%; B = 4; C = -10; D = -3%

O=C(NC1CCCCC1)c1ccc(Br)o1
  A = -1%; B = -13; C = 10; D = 1%

O=C(c1ccc(S(=O)(=O)c2ccccc2Cl)c([N+](=O)[O-])c1)N1CCCCCC1
  A = -6%; B = 10; C = -105*; D = nt

O=C(Nc1ccccc1C(=O)N/N=C/c1ccc(F)cc1)c1ccccc1Br
  A = 1%; B = 1; C = -114*; D = 2%

COc1ccc(-c2nnc(SC(C)C(=O)Nc3nccs3)n2Cc2ccccc2)cc1OC (stereo not given)
  A = -9%; B = 0; C = -9; D = -4%

CCc1nc2ccccc2c(C(=O)OCC(=O)NCCCN2CCCC2=O)c1C
  A = -1%; B = 6; C = 57; D = 10%

CCOc1cc(CNC(C)(C)CO)cc(Br)c1OCc1ccc(Cl)cc1Cl
  A = -1%; B = 2; C = -3; D = 68%[activator]

Cc1csc(NC(=O)c2cc(C)oc2C)n1
  A = -6%; B = 2; C = -11; D = 1%

CCCC(=O)Nc1ccc(-c2nc3cc(C)c(C)cc3o2)cc1
  A = -5%; B = ?; C = -14; D = -11%

CCOc1ccc(C2C(C(=O)C3CC3)N3C=C(C#N)C=CC3C2(C#N)C#N)cc1 (stereo not given)
  A = -12%; B = 5; C = 3; D = -22%

# Single records (already shown).
# Shown for Cc1cc(C)cc(NC(=O)CCN2CC(C)OC(C)C2)c1 (stereo not given) : 12-hLO inh = -1%; IMPase inh = 4; PNC inhibitor = ?; 15-hLO-2 inh = 6%
# Shown for COc1ccc(N2CCN(C3CC(=O)N(C)C3=O)CC2)cc1 (stereo not given) : 12-hLO inh = -4%; IMPase inh = 13; PNC inhibitor = -1; 15-hLO-2 inh = 22%

# (further entries)
# Keys – A = 12-hLO inh; B = IMPase inh; C = PNC inhibitor; D = 15-hLO-2 inh
Cc1ccc[n+](C(C)C(=O)c2ccc(-c3ccccc3)cc2)c1 (stereo not given)
  A = -5%; B = nt; C = 13; D = nt

CCNc1nc(N)nc(Oc2ccc(OCCOc3ccc(Cl)cc3Cl)nn2)n1
  A = 0%; B = 11; C = ?; D = 3%

CCN(CCCc1ccccc1)CCCc1ccccc1
  A = -3%; B = 15[20.6 µM]; C = 46; D = 40%[activator]

CNC(=S)N(CCc1c(C)[nH]c2ccc(Cl)cc12)Cc1cc(OC)c(OC)c(OC)c1
  A = -7%; B = nt; C = -25; D = nt

Cc1cc2n(n1)SC(Nc1ccccc1)N2 (stereo not given)
  A = -9%; B = -18; C = 58; D = -20%

N#CC1=C(N)SC(N)=C(C#N)C1CCc1ccccc1
  A = -29%; B = -6; C = 31; D = ?

COc1ccc(S(=O)(=O)N2c3cc(C)ccc3OCC2C(C)(C)C)cc1 (stereo not given)
  A = 0%; B = 10; C = ?; D = nt

Cc1cc2cc(CCNC(=O)c3ccc(C)c([N+](=O)[O-])c3)c(=O)[nH]c2cc1C
  A = 0%; B = nt; C = ?; D = nt

c1ccc2c(c1)Cn1c-2nc2ccccc21
  A = 3%; B = -7; C = 13; D = 5%

C=C(C)Cn1c(SCC(=O)O)nc2c1c(=O)[nH]c(=O)n2C
  A = 3%; B = 2; C = ?; D = -1%

O=C(CSc1nc(-c2ccccc2)c(-c2ccccc2)o1)Nc1nncs1
  A = 0%; B = -13; C = 31; D = -12%

CCCc1[nH]nc2c1C(c1cccc(OC)c1)C(C#N)=C(N)O2 (stereo not given)
  A = -7%; B = 2; C = 33; D = 4%

C=CCNC(=O)C1CC(=O)N(c2ccc(Br)cc2)C1 (stereo not given)
  A = 0%; B = 2; C = -18; D = 2%

CC(C)n1nnnc1SCC(=O)Nc1ccc2c(c1)OCO2
  A = 1%; B = -1; C = 22; D = nt

CCCCCOC(=O)C1=C(C)Nc2nnnn2C1c1ccc(OC)c(OC)c1OC (stereo not given)
  A = 3%; B = 3; C = 108; D = 3%

Cn1c(COc2ccccc2)nnc1SCC(=O)c1cccc([N+](=O)[O-])c1
  A = 1%; B = 3; C = -5; D = -7%

Cc1cccc(NC(=O)CN2C(=O)N/C(=C/c3ccc(C)s3)C2=O)c1
  A = -3%; B = 8; C = ?; D = nt

O=C(c1ccc(S(=O)(=O)N2CCOCC2)cc1)N1CCCc2ccccc21
  A = -2%; B = -3; C = -26; D = -3%

CC1(C)OC(=O)N(c2ccccc2)C12C=Cc1cc(Br)ccc1O2 (stereo not given)
  A = -11%; B = -5; C = ?; D = -5%

O=C(O)c1ccccc1Nc1ccccc1
  A = -7%&-1%; B = 8; C = nt; D = -21%&-8%

Cc1cc2nncn2c2ccccc12
  A = -5%; B = -9; C = 5; D = -11%

COc1ccc(/C(CC2(O)C(=O)Nc3ccccc32)=N\O)cc1 (stereo not given)
  A = -9%; B = -6; C = -25; D = 4%

CCN(CC)C(=O)Cn1c(=O)n(CCCCCC(=O)Nc2ccccc2)c(=O)c2sccc21
  A = 4%; B = nt; C = -113*; D = nt

Cc1ccnc(NC(=O)CCC2COc3ccccc3O2)c1 (stereo not given)
  A = -2%; B = 9; C = ?; D = 1%

CN(c1ccc(OCC(=O)N2CCC(C(N)=O)CC2)cc1)S(=O)(=O)c1cccs1
  A = -1%; B = -2; C = 1; D = -7%

N/C(COc1ccccc1)=N\NS(=O)(=O)c1ccccc1
  A = 3%; B = -3[1.84 µM]; C = ?; D = -12%[11.4 µM]

# 5 entries from above, with the structure last:
12-hLO inh	IMPase inh	PNC inhibitor	15-hLO-2 inh	SMILES
0%	2	-18	2%	C=CCNC(=O)C1CC(=O)N(c2ccc(Br)cc2)C1 (stereo not given)
-2%	-3	-26	-3%	O=C(c1ccc(S(=O)(=O)N2CCOCC2)cc1)N1CCCc2ccccc21
-2%	9	?	1%	Cc1ccnc(NC(=O)CCC2COc3ccccc3O2)c1 (stereo not given)
-29%	-6	31	?	N#CC1=C(N)SC(N)=C(C#N)C1CCc1ccccc1
0%	11	?	3%	CCNc1nc(N)nc(Oc2ccc(OCCOc3ccc(Cl)cc3Cl)nn2)n1

# Copied from the list.
# CN(C)S(=O)(=O)c1ccc(C(=O)Nc2ccccc2OC(F)(F)C(F)F)cc1 | IMPase inh = -4
# C[C@@H]1C[C@H]2[C@@H]3CCC4=CC(=O)C=C[C@]4(C)[C@@]3(F)[C@@H](O)C[C@]2(C)[C@H]1C(=O)CO | 12-hLO inh = -2%
